Compound activity as filed in PubChem BioAssay.
INS promoter inh: TRM-6 insulin promoter activity inhibition; inhibition, % at 2 µM; 0.9% of 130,000 active; TRM-6 cells (human fetal islet line), insulin promoter-eGFP reporter, imaging; reporter expression induced with tamoxifen; AID 1273;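 active means inhibition above the mean plus 3 SD, with well images judged a real hit on visual review, cut at about 60% in these data, passing the limit was not always enough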
sdo1 growth: sdo1-depleted yeast growth rescue; z-score at 10 µM; AID 817; 0.21% of 140,000 active; S. cerevisiae sdo1-depleted JHY4D growth rescue, OD600 30 h; hits give high values; pdr5 snq2 efflux-pump mutant strain;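 active means z-score above 3 at both the 24 hr and the 30 hr optical density reads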;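 further: z-score against mean and SD of all compound wells on the same plate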
sdo1 growth Rescue 24 h: recorded beside sdo1 growth, whose call it bears; z-score; S. cerevisiae sdo1-depleted JHY4D growth rescue, OD600; measured here: growth rescue at 24 h;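 0 is the plate mean of compound wells and units are plate SD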
Starred values were filed as active, the others as inactive; i = inactive; / = not tested or not shown. The list is partial; rates above refer to the full screens.

SMILES	INS promoter inh	sdo1 growth	sdo1 growth Rescue 24 h
Cc1nn(CCC#N)c2nc(C(F)(F)F)[nH]c(=O)c12	-25.9	-0.88	-1.07
Cc1cc(N2CCCCC2)nc2ccc(NC(=O)c3ccc(Br)o3)cc12	58.1	-1.19	-0.74
O=C(NC1CCN(C(=S)NCCc2ccccc2)CC1)C1CC1	3.7	/	/
Oc1c(C(c2cccs2)N2CCC3(CC2)OCCO3)sc2ncnn12 (stereo not given)	/	0.89	1.25
CCc1cccc(NC(=O)CN(C)S(=O)(=O)c2cnc[nH]2)c1	0.0	-0.34	-0.84
O=C(O)CC(NC(=O)C(c1ccccc1)c1ccccc1)c1ccco1 (stereo not given)	-25.0	0.79	0.83
CC(C)NC(=O)c1ccc2c(c1)S(=O)(=O)c1ccccc1C2=O	25.0	0.34	-0.34
CCCCCn1c(=O)c(-c2nc3ccccc3c(=O)[nH]2)c(O)c2ccccc21	59.3	0.81	1.08
COc1cccc(OC)c1OCCOc1ccc(C(=O)c2ccccc2)cc1	10.0	-1.06	-1.37
CC(=O)Nc1ccc(-c2cc(-c3ccc(NC(C)=O)cc3)nc(-c3ccc(NC(C)=O)cc3)n2)cc1	-16.7	-0.06	2.24

Sorted by SMILES length (descending): 3 of the compounds above.
SMILES	INS promoter inh	sdo1 growth	sdo1 growth Rescue 24 h
CCCCCn1c(=O)c(-c2nc3ccccc3c(=O)[nH]2)c(O)c2ccccc21	59.3	0.81	1.08
COc1cccc(OC)c1OCCOc1ccc(C(=O)c2ccccc2)cc1	10.0	-1.06	-1.37
O=C(NC1CCN(C(=S)NCCc2ccccc2)CC1)C1CC1	3.7	/	/

Returning to the listing with the six entries that preceded the break.
SMILES	INS promoter inh	sdo1 growth	sdo1 growth Rescue 24 h
CCc1cccc(NC(=O)CN(C)S(=O)(=O)c2cnc[nH]2)c1	0.0	-0.34	-0.84
O=C(O)CC(NC(=O)C(c1ccccc1)c1ccccc1)c1ccco1 (stereo not given)	-25.0	0.79	0.83
CC(C)NC(=O)c1ccc2c(c1)S(=O)(=O)c1ccccc1C2=O	25.0	0.34	-0.34
CCCCCn1c(=O)c(-c2nc3ccccc3c(=O)[nH]2)c(O)c2ccccc21	59.3	0.81	1.08
COc1cccc(OC)c1OCCOc1ccc(C(=O)c2ccccc2)cc1	10.0	-1.06	-1.37
CC(=O)Nc1ccc(-c2cc(-c3ccc(NC(C)=O)cc3)nc(-c3ccc(NC(C)=O)cc3)n2)cc1	-16.7	-0.06	2.24
CN1CCN(S(=O)(=O)c2cc([N+](=O)[O-])ccc2N2CCCCCC2)CC1	-23.1	-0.09	0.71
COC(=O)c1ccc(Cl)c(-c2ccc(/C=N/NC(=O)Nc3ccccc3)o2)c1	2.7	0.16	1.05
O=C(CC1NC(=O)NC1=O)Nc1cccc2ccccc12 (stereo not given)	i	2.09	4.09
CCc1nc(SCc2ccccn2)c2c(=O)n(C)c(=O)n(C)c2n1	/	-1.19	0.93
Cc1ccc2[nH]c(=O)c(CN(CCO)C(=O)NCc3ccccc3)cc2c1	/	1.53	1.71
CCCCC(=O)NC(c1cccc([N+](=O)[O-])c1)c1c(OC(C)=O)ccc2ccccc12 (stereo not given)	-60.0	-1.81	-1.27
NC(=O)c1cc([N+](=O)[O-])ccc1N1CCCCC1	-25.0	0.33	-0.49
Cc1ccsc1/C=N/NS(=O)(=O)c1ccc([N+](=O)[O-])cc1	-20.5	0.88	0.68
O=C(OCCN1C(=O)c2cccc3c(N4CCOCC4)ccc(c23)C1=O)c1ccc(Cl)cc1	/	0.68	0.61
Clc1nnc2ccc(-c3ccccc3)nn12	/	-0.98	-1.59
Cc1nc(SCc2ccc(Br)cc2)[nH]c(=O)c1C	2.8	-1.15	-0.83
Cc1ccc2oc(-c3cccc(NC(=O)C4CCCO4)c3)nc2c1 (stereo not given)	40.7	-1.67	-0.88
CC(C)(C)C(=O)C(CO)(Oc1ccc(Cl)cc1)n1cncn1 (stereo not given)	-9.7	-3.41	-2.7
Cc1ccc(NC(=O)Cn2cc3c(n2)CCC(C)C3)cc1 (stereo not given)	/	-0.29	-0.57
COc1cc(C2NC(=O)c3ccccc3O2)cc(OC)c1OC (stereo not given)	18.2	0.57	0.19
CC(=O)N=c1sc(S(N)(=O)=O)nn1C	31.8	1.44	1.33
Nc1nc(-c2ccc(Cl)cc2)cn1N	12.2	-0.02	-0.32
N#C/C(=C\c1ccc(N2CCOCC2)o1)C(=O)Nc1ccc(O)cc1	-400.0	/	/
CCSc1nc2c(c(=O)[nH]c(=O)n2C)n1CC(O)COc1ccccc1C (stereo not given)	-15.8	-0.33	-1.15
COc1ccccc1Nc1nc2ccc(C)cc2cc1C#N	13.0	-0.36	1.44
O=C(NCC1COc2ccccc2O1)Nc1ccccc1F (stereo not given)	/	-0.44	-0.74
CN(C(=O)c1ccccc1NC(=O)C(F)(F)F)c1ccccc1	-6.7	0.42	0.43
CSc1nsc(SC)c1NC(=O)Nc1ccccc1C	-20.0	/	/
CN1CCCN(Cc2ccccc2C(F)(F)F)CC1	40.6	-0.16	-0.85
Cc1snc(S(=O)(=O)Cc2ccccc2Cl)c1C#N	37.8	1.04	0.56
Cc1ccc(C(=O)N/C(=C\c2cccs2)c2nc3ccccc3[nH]2)cc1	3.7	-0.64	-0.4
C=CCc1cccc2cc(C(=O)OCC)c(=O)oc12	-7.1	0.15	-0.93
Cc1ccccc1N=Cc1cccc(O)c1O	0.0	0.82	0.84
Fc1ccc(OCCCCN2CCOCC2)cc1	7.1	/	/
CC(=O)OC(COc1ccccc1)Cn1cnc2ccccc21 (stereo not given)	-75.0	/	/
COc1ccc(/C=N/NC(=O)CCN2CCN(c3ccccc3)CC2)c(OC)c1OC	/	0.65	0.02
OC(COCc1ccc2c(c1)OCO2)CN1CCN(Cc2ccccc2)CC1 (stereo not given)	-8.7	0.04	0.39
CC1=C(C(=O)OCCOc2ccccc2)C(c2ccsc2)NC(=O)N1C (stereo not given)	0.0	/	/
COc1ccc(C(c2nnnn2Cc2ccccc2)N2CCN(c3nc4ccccc4s3)CC2)cc1 (stereo not given)	/	-0.68	0.1
CCOc1cccc(N2C(=O)CC(N3CCN(c4ccc(S(=O)(=O)CC)cc4)CC3)C2=O)c1 (stereo not given)	-80.0	0.36	-0.63
c1ccc(CCN2CN(CCCN3CCOCC3)c3nc4ccccc4n3C2)cc1	48.3	0.03	-0.65
CC(C)(C)c1ccc(O)c(/C=N\O)c1	-21.4	-0.18	-0.52
CCC1(CC)Cc2ccccc2C(Nc2c(C)n(C)n(-c3ccccc3)c2=O)=N1	-11.4	0.26	-0.51
Cn1c(=O)c(Oc2cc(Cl)cc(Cl)c2)nc2ccccc21	18.8	-1.31	0
CC(=O)NC(Cc1ccccc1)C(=O)N1CCN(C(=O)c2cccs2)CC1 (stereo not given)	0.0	0.34	0.33
Cc1ccc(OCC(=O)Nc2ccc(N3CCOCC3)cc2)cc1	/	0.87	0.95
CN=C(Nc1cc(C)nn1CCC#N)c1ccccc1	/	0.49	-0.14
O=C(/C=C/c1ccccc1)N1CCN(Cc2nc3ccccc3c(=O)[nH]2)CC1	-22.9	1.6	0.67
CCOc1ccc(CCNC(=O)c2cccc(N3CCCC3=O)c2)cc1OCC	-46.7	-0.75	-0.34
Cc1ccccc1NC(=S)NNC(=O)c1ccncc1	14.3	/	/
COc1ccc(NC(=S)N2CCC(N(C)CC3CCCO3)CC2)cc1 (stereo not given)	2.8	1.74	1.66
CC(C)(C)c1nc(SCC(=O)NCc2ccco2)c2ccccc2n1	19.1	-1.45	-0.87
N#Cc1ccc(-c2ccccc2)nc1SCCN1CCOCC1	-27.3	-0.66	-0.86
CC1CNCCN1S(=O)(=O)c1cccc2cnccc12 (stereo not given)	59.1	-0.12	-0.79
CCCCCNC(=O)c1cc(S(=O)(=O)N2CCCC2)ccc1F	44.4	-0.04	-1.73

Additional structures
SMILES	INS promoter inh	sdo1 growth	sdo1 growth Rescue 24 h
COC(=O)c1sc(NC(=S)NC(=O)c2ccccc2F)nc1C	21.4	/	/
O=C(O)c1cc2cccc(S(=O)(=O)N3CCOCC3)c2cc1O	/	-0.11	1
Cc1ccc(-c2noc(CCC(=O)NCCN3CCOCC3)n2)cc1	-53.5	2.36	4.38
COc1cccc(OC)c1OCCCc1c(C)n[nH]c1C	/	0.02	0.45
COCCCNC(=O)c1cc(C(=O)c2c(-c3c(Cl)cccc3Cl)noc2C)c[nH]1	-13.0	-0.32	-0.56
Cc1ccc(-c2nc3ccccc3[nH]2)cc1NC(=O)c1ccc2c(c1)OCO2	/	-0.43	-0.24
Cc1cc2c(C)c(C)c(=O)[nH]c2cc1N	-28.6	-1.4	-1.12
O=C1C2C3c4ccccc4C(c4ccccc43)C2C(=O)N1c1nc(-c2ccccc2)cs1 (stereo not given)	8.3	-0.4	-0.49
Cc1ccc2c(c1)nnn2C1CCN(C(=O)NCc2ccccc2)CC1	25.0	/	/
COc1ccc(C)cc1NS(=O)(=O)c1ccc(Br)s1	35.7	0.1	-0.27
CC1(C)NC(=O)NC2(C)NC(=O)NC(C)(C)C12 (stereo not given)	/	0.74	0.53
CC1(c2ccccc2)CC(C)(C)N(C(=O)c2cc([N+](=O)[O-])cc([N+](=O)[O-])c2)c2ccccc21 (stereo not given)	42.3	-0.34	1.09
COc1ccc(NC(=O)c2ccc(=O)oc2)cc1	-6.1	-0.46	-0.59
CCOC(=O)NC(c1cccc(Cl)c1)C1CCCCCC1=O (stereo not given)	-32.3	-0.15	-0.92
CCC(CC)C(=O)Nc1cccc(S(=O)(=O)c2cccc(NC(=O)C(CC)CC)c2)c1	-22.2	-0.18	0.33
CN1CCN(C(=O)CN2C(=O)CC(C)(C)S(=O)(=O)c3ccccc32)CC1	20.7	0.86	0.96
CC(=O)Nc1ccc(C(=O)n2cnc3cc(C)c(C)cc32)cc1	4.2	1.08	0.74
CCC(=O)c1ccc(OC(=O)c2ccc(Br)o2)cc1	5.4	/	/
O=c1nc2sc3ccccc3n2c(=O)n1-c1cccc(Cl)c1	42.9	-0.71	0.1
CC(C)Cc1nc(N2CCC(C(N)=O)CC2)c2nnn(Cc3ccccc3)c2n1	9.1	-0.26	0.94
CCOC(=O)c1sc2nc(NC(=O)COc3ccccc3)sc2c1C	/	-1.78	-0.61
CCOC(=O)N1CCN(c2c(-c3ccc(C(C)C)cc3)c(=O)c2=O)CC1	/	-0.62	-0.65
CCCSc1nc(O)c(C2OC(=O)c3c2ccc(OC)c3OC)c(=O)n1C (stereo not given)	14.3	0.36	-0.09
O=C(O)c1ccccc1SCC(=O)N1CCOCC1	35.7	/	/
COc1ccc(C(CNC(=O)c2cc3ccccc3cc2OC)N2CCCC2)cc1 (stereo not given)	-49.1	-0.23	-1.85
CCC(=O)N1CCc2cc(Br)cc(S(=O)(=O)CCC(=O)N(CC)CC)c21	-48.7	/	/
CCOc1cccc(C(=O)NNC(=O)CCC(=O)O)c1	-21.4	0.59	0.31
CC(C)CCN1CC(C(=O)N2CCN(c3ccc(F)cc3)CC2)CC1=O (stereo not given)	/	1.18	0.43
CCOc1ccc(C(C)NC(=O)c2cccc(F)c2)cc1 (stereo not given)	-9.1	1.57	0.83
O=C(NCCc1ccccc1)C1CCN(S(=O)(=O)N2CCCC2)CC1	/	0.69	0.22
O=C(COC(=O)CNS(=O)(=O)c1ccc(F)c(F)c1F)Nc1ccc(OC(F)F)cc1	24.7	-0.86	0.21
CC(=O)c1cc(-c2ccccc2)[nH]c1N1CCCC1	0.0	0.37	-0.2
Clc1ccc(-c2nnc3sc(Cc4cccs4)nn23)c(Cl)c1	/	-0.94	-1.62
CC(=O)NC(=S)Nc1ccccc1C(=O)NC1CCCCC1	13.8	0.34	-0.27
Cc1nc2sc3c(c2c(=O)n1/N=C/c1ccco1)CCCC3	/	-0.41	-0.27
Cc1cc(C)c(C#N)c(SCC(=O)CC(=O)OC(C)C)n1	12.5	-2.35	-1.47
COC(=O)CCS(=O)(=O)c1cc(Cl)ccc1Cl	/	0.77	0.4
O=C(COc1ccc2c(c1)CCC2)NCc1cccc(Cl)c1	/	-0.66	-0.35
COc1ccc(CNC(=O)c2c(N)n(CCCN3CCOCC3)c3nc4ccccc4nc23)cc1	5.6	-1.06	-1.64
CCOC(=O)c1cccc(NC(=O)N[C@@H](C)C(=O)OC)c1	/	0.01	-0.08
COc1cccc2cc(-c3nc(-c4cccs4)cs3)c(=O)oc12	45.0	-0.5	0.75
COc1ccc2c(c1)c(C(=O)CN1CCC3(CC1)OCCO3)c(C)n2C	/	-0.06	0.07
O=C(Cn1nc(-c2ccccc2)ccc1=O)Nc1cccc(NC(=O)c2ccccn2)c1	27.3	/	/
CCCS(=O)(=O)N1CCCC(C(=O)NCCN(Cc2ccccc2)C(C)C)C1 (stereo not given)	/	0.05	-0.18
CNC(=O)CNC(=O)Nc1ccc(Cl)c(Cl)c1	-8.6	/	/
COc1ccc(CCN(C(=O)C(F)(F)F)C(C(=O)NC2CCCCC2)c2ccc(C)s2)cc1 (stereo not given)	23.1	0.06	1.67
Cn1cnnc1SCC(=O)Nc1c(F)cc(F)cc1Br	-7.1	0.92	0.99
Cn1c(NC(=O)/C=C/c2c(F)cccc2Cl)cc(=O)n(C)c1=O	28.6	/	/
O=c1[nH]c2c(c(=O)n1Cc1ccccc1)CCC2	-33.3	1.71	2.3
CC(=O)c1ccc(NC(=O)CN2CCC(NC(=O)C3CCCCC3)CC2)cc1	-33.3	/	/
CN(CC(=O)NC1CCCC1)S(=O)(=O)c1cnc[nH]1	7.1	/	/
Cc1cc(N2CCN(c3ccc(F)cc3)CC2)nc(-c2ccccc2)n1	16.7	-2.58	-1.33
